HT1080 IDH1KD tx: kills HT-1080 cells with IDH1 knockdown; HT-1080 IDH1 knockdown viability, ATP luminescence, 48 h; Potency, µM (top dose mostly 46.1 µM), without a hit: at the top dose activity, negative = toxicity, usual class: cytotoxic; 360,000 compounds, 2% hits; AID 686971;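 further: potency means the concentration at half of the fitted maximal effect; 0% = DMSO wells and -100% = cell-free medium wells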
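IDH1KD HT-1080 cells, 750/well, RPMI + 5% FBS; compound pinned after 2 h settling; 48 h, 37 °C; CellTiter-Glo luminescence; % activity normalised to DMSO and no-cell wells; curves fitted, classed by r2 and efficacy.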
IL-1B inflam inh: blocks inflammasome-driven IL-1 beta release; THP-1 LPS/ATP IL-1B secretion, AlphaLISA, 16 h; hits give low values; AID 743279; activity change, % at 57.5 µM; 360,000 compounds, 4.7% hits; in the data active means activity change below about -50%; inconclusive means mostly about -30% to -49%; further: on the % scale 0 is the no-effect control and ±100 the full control effect
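THP-1 cells pretreated 1 hr with compounds (up to 57.5 uM final), then stimulated with LPS (250 ng/mL final) plus ATP (1.25 mM final); secreted IL-1B measured by AlphaLISA after 16 hr, decreased signal indicating inhibition.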
D3 antag: antagonists of human D3 dopamine receptor | P35462 | D3R cells, DiscoveRx beta-arrestin luminescence, antagonist mode; hits give low values | 360,000 compounds, 2.5% hits | max response, negative = inhibition, %; in the data active means max response below about -50%; inconclusive means no clear call, values can overlap the other calls; further: on the % scale 0 is the no-effect control and ±100 the full control effect; mostly tested at two doses, the higher about 12 µM
Target sequence (P35462 whole entry, looked up): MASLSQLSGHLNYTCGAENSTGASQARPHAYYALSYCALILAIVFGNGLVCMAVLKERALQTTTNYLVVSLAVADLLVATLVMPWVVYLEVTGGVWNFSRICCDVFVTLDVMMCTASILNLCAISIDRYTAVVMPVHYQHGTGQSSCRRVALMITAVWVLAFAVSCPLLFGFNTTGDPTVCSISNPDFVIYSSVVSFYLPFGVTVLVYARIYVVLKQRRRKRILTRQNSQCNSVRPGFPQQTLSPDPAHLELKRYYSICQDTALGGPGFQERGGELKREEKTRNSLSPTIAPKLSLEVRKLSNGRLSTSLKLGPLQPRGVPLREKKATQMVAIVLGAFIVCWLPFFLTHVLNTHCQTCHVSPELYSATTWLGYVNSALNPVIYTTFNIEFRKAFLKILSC
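Cells plated overnight at 1500 cells/well, then exposed to library compounds with dopamine controls for 90 minutes at 37 degrees C. DiscoveRx reagent added for 30–60 minutes at room temperature; luminescence read, quantitative HTS format.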
D3 ag: activates the human D3 dopamine receptor | 410,000 compounds, 0.58% hits | max activation, % | D3R DiscoveRx beta-arrestin cells, luminescence, 90 min | AID 652048; in the data active means max activation above about 30%; further: 0% is about no effect; mostly tested at two doses, the higher about 12 µM
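Agonist mode: compounds and dopamine controls were applied to plated cells for 90 min at 37 degrees C after an overnight attachment at 1500 cells/well. Luminescent read-out followed 30 - 60 minutes at room temperature with DiscoveRx detection reagent.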
HT1080-NT tox: kills 2HG-producing HT-1080-NT fibrosarcoma cells; HT-1080-NT fibrosarcoma viability, CellTiter-Glo ATP luminescence, 48 h; Potency, µM (highest dose often 46.1 µM), for inactives: at the top dose activity, negative = less viability, hits mostly cytotoxic; 360,000 compounds, 1.6% hits; AID 686970;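 further: NT is the 2HG producing partner of a matched IDH1 knockdown line; potency means the concentration at half of the fitted maximal effect; 0% = DMSO-treated cells and -100% = media-only wells without cells; nearly all actives have a fitted effect of over 55% in size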
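Toxicity toward the 2HG-producing NT line was scored as %Activity, normalised to DMSO and no-cell wells, from CellTiter-Glo luminescence after 48 hours' treatment.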
KB-3-1 cytotox: KB-3-1 parental cell cytotoxicity | Potency, µM (highest dose often 46.1 µM), for inactives: at the highest dose activity change, negative = cytotoxic, most hits filed as cytotoxic | AID 1347075 | KB-3-1 viability, CellTiter-Glo ATP luminescence, 72 h | 400,000 compounds, 1.4% hits; further: potency means the concentration at half of the fitted maximal effect; on the % scale 0 is the no-effect control and ±100 the full control effect; nearly all actives have a fitted effect of over 60% in size
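Multi-concentration cytotoxicity screen in KB-3-1 cells grown in DMEM lacking phenol red with 10% FBS. After 72 h at 37 °C with compound, ATP-dependent luminescence was recorded.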
KB-V1 MDR tox: KB-V1 MDR subline cytotoxicity. KB-V1 MDR cells viability, CellTiter-Glo, 72 h. Potency, µM (highest dose often 46.1 µM), for the others: at the highest dose activity change, negative = cytotoxicity, actives largely listed as cytotoxic. 400,000 compounds, 3.4% hits. AID 1347076; further: potency means the concentration at half of the fitted maximal effect; on the % scale 0 is the no-effect control and ±100 the full control effect; nearly all actives have a fitted effect of over 60% in size
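Potencies derive from concentration-effect curves fitted to normalized luminescence (CellTiter-Glo) of KB-V1 cells treated for 72 h at 37 degrees C in phenol-red-free DMEM containing 10% FBS.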
GLP1R ag: GLP-1 receptor (human) agonism | P43220 | HEK293 GLP-1R CRE-luciferase, luminescence, 4-6 h; cells express a hypersensitive GLP-1R form | Potency, µM (highest dose often 45.6 µM), for the others: at the highest dose activation, hits mostly activators | 380,000 compounds, 0.007% hits; further: potency means the concentration at half of the fitted maximal effect; % of control where 0% means no effect
Target sequence (P43220 whole entry, looked up): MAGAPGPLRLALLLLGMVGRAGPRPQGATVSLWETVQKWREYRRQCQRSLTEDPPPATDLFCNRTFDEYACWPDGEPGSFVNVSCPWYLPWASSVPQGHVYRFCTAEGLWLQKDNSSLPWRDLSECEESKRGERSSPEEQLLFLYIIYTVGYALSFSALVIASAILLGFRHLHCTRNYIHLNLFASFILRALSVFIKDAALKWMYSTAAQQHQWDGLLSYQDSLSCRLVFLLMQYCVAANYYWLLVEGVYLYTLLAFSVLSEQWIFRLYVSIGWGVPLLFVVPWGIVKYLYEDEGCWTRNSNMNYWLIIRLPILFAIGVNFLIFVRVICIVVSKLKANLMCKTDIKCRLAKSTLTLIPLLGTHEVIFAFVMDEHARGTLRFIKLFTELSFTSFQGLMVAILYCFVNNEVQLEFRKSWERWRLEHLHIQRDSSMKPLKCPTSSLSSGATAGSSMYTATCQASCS
SW480 rerep: induces DNA re-replication in SW480 colon adenocarcinoma cells; SW480 DNA re-replication, Hoechst DNA content imaging, 48 h; 340,000 compounds, 1.8% hits; Potency, µM (highest dose often 46.1 µM), inactives show top-dose re-replication activation, actives largely listed as activators; further: potency means the concentration at half of the fitted maximal effect; % of control where 0% means no effect; nearly all actives have a fitted effect of over 55% in size
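Compounds, transferred as 23 nL by pin tool, were incubated with cells for 48 hr; DNA content per nucleus was then quantified by Hoechst staining and fluorescence plate imaging.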
The depositor's hits bear a star; ? = inconclusive; / = no result given; & = joins results of further samples; [ ] = dose if it differs, or a comment. Unless noted, the call rests on the fitted dose curve; in most records, active means well fitted curve in the direction sought with a large enough effect; inconclusive means small, poorly fitted or top-dose-only effect, or another doubt; inactive means no such curve, though single readings can be large; an effect the other way counts as inactive or inconclusive.

Each structure is followed by: HT1080 IDH1KD tx	IL-1B inflam inh	D3 antag	D3 ag	HT1080-NT tox	KB-3-1 cytotox	KB-V1 MDR tox	GLP1R ag	SW480 rerep
c1ccc(CCNc2ccc3nncn3n2)cc1
  4%	19	2	-2	-1%	1%	-2%	0%	6%
Cc1ccc(C)c(NC(=O)C(c2ccccc2)N2CCN(CC(=O)NC3CC3)CC2)c1 (centres undefined)
  9%	11	-1	-7	7%	-1%	8%	5%	19%
CCOC(=O)N/N=C/c1cn(Cc2ccc(F)cc2)c2ccccc12
  2%	14	1	-8	?	?	?	-4%	9%
Cc1ccc(S(=O)(=O)NCC(=O)NCC(=O)N2CCN(c3ncccn3)CC2)cc1C
  0%	19	-7	-5	-5%	2%	12%	5%	?
Cc1cccc(C)c1NC(=O)CN(C)C(=O)CCC(=O)N1CCOCC1
  21%	-16	6	3	6%	10%	?	0%	-1%
Cc1cccc(Oc2ccc(NS(=O)(=O)c3ccc(C)c(C(=O)O)c3)cc2)c1
  6%	0	-2	2	0%[9.24 µM]	6%	0%	3%	-33%[inhibitor]
O=C(OCc1ccccc1F)c1ccc2c(c1)OCCO2
  6%	-1	17	0	14%	4%	8%	10%	3%[9.22 µM]
C=CCN1C(=S)N[C@@H]2CS(=O)(=O)C[C@@H]21
  2%	11	6	1	12%	5%	0%	-12%	-13%[9.22 µM]
CC(Oc1ccccc1)c1ccnn1S(=O)(=O)c1ccccc1 (centres undefined)
  2%	6	-18	0	0%	-2%	-11%	-7%	-6%
O=c1[nH]c(SCc2nc3ccccc3n2Cc2ccccc2)nc2ccccc12
  -15%	4	6	-3	-12%	-7%	?	1%	-4%
CC(=O)Nc1nc2ccc(NC(=O)c3ccco3)cc2s1
  2%	-25	17	3	2%	3%	-11%	5%	-2%
Cc1ccc(C)c(N2CCN(C(=O)c3cc(S(=O)(=O)N4CCCCCC4)cn3C)CC2)c1
  /	/	/	3	/	-3%	6%	-11%	/
COc1cccc(/C=N/NC(=O)CNC(=O)C(c2ccccc2)c2ccccc2)c1O
  ?	77	-13	-9	?	?	-8%	1%	25%
CC(C)N1C(=S)SC(C)(C)C1n1oc(=O)n(-c2ccc(Cl)c(Cl)c2)c1=O (centres undefined)
  1%	7	-15	-3	-2%	2%	-16%	-8%	20%
Cc1ccc(C)c(N2CCN(C(=O)c3ccc4nsnc4c3)CC2)c1
  9.2µM*	?	6	4	8.2µM*	12µM*	8.2µM*	-4%	21µM*
CC1CCN(C(=O)C(NS(=O)(=O)c2cccc3nsnc23)c2ccccc2)CC1 (centres undefined)
  1%	-6	-11	2	-7%	0%	-25%	4%	11%
O=C1NC[C@@H](CCCCN2C[C@H](Cc3ccc(O)cc3)N(Cc3ccccc3)C(=O)C2=O)N(CCC2CCCCC2)C1=O
  3%	-2	14	-1	11%	14%	?	9%	/
C[C@H](CO)N1C[C@H](C)[C@@H](CN(C)C(=O)NC2CCCCC2)Oc2c(NC(=O)c3ccncc3)cccc2C1=O
  15%	6	-3	-22	9%	12%	3%	1%	-7%
O=C1C2C3C=CC(C4CC34)C2C(=O)N1CCCCN1CCN(c2ccc(F)cc2)CC1 (centres undefined)
  -14%	-15	-85*	-32	-17%	-13%	-27%	-7%	-7%
COc1cccc(NC(=O)CSc2nnc(-c3ccco3)c(-c3ccco3)n2)c1
  -14%	-6	10	10	1%	?	10%	2%	-3%

Overlap with the part before: 5 compounds, then new ones.
Each structure is followed by: HT1080 IDH1KD tx	IL-1B inflam inh	D3 antag	D3 ag	HT1080-NT tox	KB-3-1 cytotox	KB-V1 MDR tox	GLP1R ag	SW480 rerep
CC1CCN(C(=O)C(NS(=O)(=O)c2cccc3nsnc23)c2ccccc2)CC1 (centres undefined)
  1%	-6	-11	2	-7%	0%	-25%	4%	11%
O=C1NC[C@@H](CCCCN2C[C@H](Cc3ccc(O)cc3)N(Cc3ccccc3)C(=O)C2=O)N(CCC2CCCCC2)C1=O
  3%	-2	14	-1	11%	14%	?	9%	/
C[C@H](CO)N1C[C@H](C)[C@@H](CN(C)C(=O)NC2CCCCC2)Oc2c(NC(=O)c3ccncc3)cccc2C1=O
  15%	6	-3	-22	9%	12%	3%	1%	-7%
O=C1C2C3C=CC(C4CC34)C2C(=O)N1CCCCN1CCN(c2ccc(F)cc2)CC1 (centres undefined)
  -14%	-15	-85*	-32	-17%	-13%	-27%	-7%	-7%
COc1cccc(NC(=O)CSc2nnc(-c3ccco3)c(-c3ccco3)n2)c1
  -14%	-6	10	10	1%	?	10%	2%	-3%
O=C(NC(=S)Nc1ccc(C(F)(F)F)cc1)c1csnn1
  -6%	36	-16	-7	-1%	-3%	9%	2%	-1%
CN(CCOc1ccccc1)C(=O)c1ccc(OC2CCN(C(=O)C3CC3)CC2)cc1
  -29%	4	-7	1	?	-24%	?	19%	-9%
CNC(=O)OCc1cccc(COC(=O)NC)n1
  8%	5	?	8&3	7%	1%	13%	-8%&-3%	-5%&1%
NC(=O)C1CCN(C(=O)c2ccc(CS(=O)(=O)c3c(Cl)cccc3Cl)o2)CC1
  2%	6	-20	3	0%	-9%	1%	14%	1%
COC(=O)C1=C(C(=O)OC)SC(=C2C(=S)C(C)(C)N(C(=O)C(C)C)c3ccccc32)S1
  5%	-66*	9	-26	10%	1%	4%	-2%	21%
NS(=O)(=O)c1ccc(CNC(=O)c2ccc(Cl)c(S(=O)(=O)NCc3ccccc3)c2)cc1
  0%	-3	13	14	9%	1%	1%	-2%	0%
COc1cc(CNC2CCCC2)c(Br)cc1OCc1ccccc1
  ?	-93*	11	-2	?	-23%	-11%	14%	8%
N#CCOc1ccccc1CNC[C@H]1O[C@@H](n2cnc3c(=O)[nH]c(N)nc32)[C@H](O)[C@@H]1O
  19%	10	-8	4	20%	0%	2%	15%	/
CN(C)C(CNC(=O)c1ccc([N+](=O)[O-])cc1Cl)c1ccco1 (centres undefined)
  -8%	9	3	6	-17%	-13%	-14%	5%	-7%
COc1cc(OC)cc(-c2nnc(SCC(=O)N(C(C)C)C(C)C)o2)c1
  -1%	6	-17	-9	4%	-1%	1%	2%	-1%
Cc1ccc(NC(=O)N2CCCC2c2cccs2)cc1 (centres undefined)
  13%	7	4	12	7%	8%	0%	13%	-37%[inhibitor]
O=C(NCc1ccc(F)cc1)c1ccc(N2CCc3ccccc32)c([N+](=O)[O-])c1
  -18%	?	0	-26	-25%	-13%	-4%	8%	14%
COC(=O)COc1ccccc1/C=C1/NC(=O)NC1=O
  13%	-71*	5	3	17%	7%	25%	-3%	-1%
CCOC(=O)N1CCC(N2CCN(S(=O)(=O)c3ccc4ccccc4c3)CC2)CC1
  -15%	-6	0	-12	-21%	0%	2.6µM*	3%	8%
CCCOP(=O)(c1ccc(N(C)C)cc1)C(Nc1ccccc1)c1ccc(C)cc1 (centres undefined)
  15µM*	-4	-11	-1	?	0%	21µM*	4%	9%
CCC(C)c1ccccc1NC(=O)CN(C)CC(=O)Nc1ccccc1SC (centres undefined)
  2%	-2	10	13	14%	3%	-2%	9%	-86%[inhibitor]
O=S(=O)(NCc1ccc2c(c1)OCO2)c1ccccc1F
  16%	23	-2	-16	14%	-4%	-7%	5%	3%
C=CCNC(=S)N/N=C/c1ccc(C)cc1C
  16µM*	-10	-13	-2	23µM*	?	?	0%	0%
COc1cccc(C(NC(=O)c2ccccc2F)NC(=O)c2ccccc2F)c1
  -1%	-9	18	1	7%	5%	-15%	-6%	-3%
COC(=O)N/N=C\c1cccc(OC(=O)c2cccs2)c1
  7%	-5	1	-4	-1%	8%	7%	8%	-7%
COc1ccc(CCNC(=O)c2cc3c(=O)n4ccccc4nc3n(Cc3ccco3)c2=N)cc1OC
  9%	2	17	-3	14%	-3%	16%	9%	1%
CCOc1ccc(-n2nc(C(=O)N3CCN(CC)CC3)c3ccccc3c2=O)cc1
  -12%	11	-12	-32	2%[9.24 µM]	-17%	9%	9%	-8%
COc1ccc(N2C(=O)/C(=C\c3ccco3)N=C2SCC(=O)N(C(C)C)C(C)C)cc1Cl
  4%	-14	-14	18	4%	3%	?	-10%	2%
COc1cc(C)c(NC(=S)Nc2cccc(Cl)c2)cc1OC
  1%	-8	-21	-5	2%	-1%	-8%	10%	5%
CCOC(=O)c1sc(S(C)=O)c2c1CCc1conc1-2 (centres undefined)
  1%	87	0	-1	6%	5%	7%	-8%	?
O=C1Nc2ccccc2N=C(c2ccccc2)C1N(C(=O)c1ccnc2ccccc12)c1ccccc1 (centres undefined)
  ?	?	4	-2	?	?	?	2%	/
O=C1CSC(c2ccccc2)N1CCc1ccccc1 (centres undefined)
  1%	-3	-3	-3	-1%	-1%	-7%	7%	0%
CC1CC2(C)C(=CC1=O)CCC1C2C(O)CC2(C)C1CCC2(O)C(=O)CO (centres undefined)
  23%	?	-4	10	14%	-14%	-1%	11%	-1%
Cc1c(Cl)cccc1NC(=O)[C@@]1(CC(=O)O)CC(/C=C/c2ccccc2)=NO1
  0%	-3	17	6	-1%	-1%	?	1%	-1%
Cc1cc2nnc(SCC(=O)N3CCCCCC3)n2c(N)n1
  -2%	1	21	10	?	20%	?	-5%	-7%
CC(CC(=O)NCCc1ccc(F)cc1)c1ccccc1 (centres undefined)
  2%	-14	-1	1	7%	-6%	-3%	5%	-5%
CCc1ccc(NC(=O)Cn2nc(C(=O)O)c3ccccc3c2=O)cc1
  1%	0	-8	-7	-5%	-2%	-14%	3%	0%
CCCNC(=O)N1CCCN(S(=O)(=O)c2ccc3c(ccn3CC)c2)CC1
  /	/	/	-3	/	22%	?	0%	/
CCOC(=O)Cn1c(O)c(N=NC(=O)CNC(=O)Cc2ccccc2)c2ccccc21
  17%	26	-8	-12	14%	3%	8%	0%	2%

Bioassay records: PubChem, National Center for Advancing Translational Sciences (NCATS)
